From PubChem BioAssay
S3 lipid droplet: qHTS Assay for Lipid Storage Modulators in Drosophila S3 Cells. Drosophila S3 cells, BODIPY lipid droplet fluorescence, 18-24 h; cells fed with added oleic acid. Potency in µM for hits, for the others lipid storage change, negative = inhibition, % at the top dose, mostly 46.1 µM. hit rate 0.64% among 320,000. AID 2685, 2010; active means well fitted inhibition curve with a large enough effect in the signal ratio, with a control signal flat, not every such curve was filed as active; inconclusive means small, poorly fitted or top-dose-only effect, or effect the other way, or a change in a side signal; the % refers to the signal ratio
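Drosophila S3 cells got compounds at several concentrations plus oleic acid (400 uM solution). Laser-scanning cytometry with 488 nm excitation read lipid droplets at 500-530 nm and cells at 575-640 nm. Percent activity was relative to 20 uM Triacsin C.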
S3 lipid droplet cell count max: recorded beside S3 lipid droplet, whose call it bears; cell number change, %; measured here: cell count max response;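 cells counted by Cell Tracker Red CMTPX staining in the red channel; peak over a dose series mostly up to 46.1 µM; percent activity relative to internal control wells on each plate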
* = called active by the depositor; i = inactive; ? = inconclusive; . = no result given; [ ] = another dose, or the depositor's remark. On the % scale 0 is the no-effect control and ±100 the full control effect; potency means the concentration at half of the fitted maximal effect. Not all compounds are listed; rates above refer to the full screens.

structure	S3 lipid droplet	S3 lipid droplet cell count max
CN(c1ccccc1C(=O)Nc1ccc2c(c1)OCCO2)S(C)(=O)=O	-8.6%	10.4
CCCn1cc2c(c1-c1cccc(C)c1)c(=O)n(C)c(=O)n2C	i	26.8
Cc1ccc(C(=O)OCC(=O)NCc2ccccc2)cc1S(=O)(=O)N1CCCCC1	3.0%	-3.9
O=C(CSc1nnc(-c2cccnc2)n1-c1ccccc1)Nc1ccc2c(c1)OCO2	?	.
O=C(NCCN1CCOCC1)c1cc([N+](=O)[O-])ccc1Cl	?	.
O=C(OCc1ccccc1)C1=NNC2C(=O)N(Cc3ccccc3)C(=O)C12 (stereo not drawn)	?	.
CNC(=O)NC(=O)C(C)OC(=O)c1c2c(nc3ccccc13)/C(=C/c1cccs1)CC2 (stereo not drawn)	?	.
COC(CNC(=O)C(=O)Nc1cc2c3c(c1)CCN3C(=O)CC2)OC	i	.
Cc1cc(NC(=O)CSc2nc3c(cc2C#N)CCCC3)no1	-0.5%	-0.5
CC(C)Cn1c(=O)oc2ccccc21	-4.9%	8.1
O=C(NCc1ccccc1F)C1CC(=O)N(c2ccc3c(c2)OCCO3)C1 (stereo not drawn)	?	.
O=C(O)CCCCCNS(=O)(=O)c1cccc2nsnc12	?	.
Cc1nc(Cl)sc1C(=O)Nc1ccccc1Cl	-5.6%	-11.3
COCc1nc2ccccc2n1Cc1cccc(C)c1	18.2%	.
COc1ccc(C(=O)NCC(c2cccs2)N2CCc3ccccc32)cc1OC (stereo not drawn)	i	9.6
COc1cccc(OC)c1NC(=O)C1CCCN1C(=O)Nc1ccccc1F (stereo not drawn)	i	8.1
CC1Cc2cc(S(=O)(=O)CCC(=O)N3CCN(c4ccccc4)CC3)ccc2N1C(=O)C1CC1 (stereo not drawn)	?	.
CCn1ncc(Br)c1C(=O)N(C)C12CC3CC(CC(C3)C1)C2	-17.4%	-26.9
CC(C)c1c(C(=O)N/N=C/c2cccc(OCc3ccc(F)cc3)c2)nnn1-c1nonc1N	i	11.8
CCc1c(C#N)c(SCCC(=O)Nc2ccc(OC)cc2)nc2c1C(=O)CC(C)(C)C2	?	.
O=C(COc1ccc(Br)cc1)Nc1ccc(Cc2ccncc2)cc1	2.3%	-19.9
CCOC(=O)c1ccc(NC(=O)Cn2c(C)nc3c(sc(=S)n3CC)c2=O)cc1	?	.
O=C(COC(=O)c1cc[n+]([O-])cc1)Nc1ccc([N+](=O)[O-])cc1C(F)(F)F	13.8%[0.0737 µM]	-12.5
CCN(Cc1ccccc1)C(=S)Nc1cc(C(=O)OC)ccc1C(=O)OC	?	.
CCC(C)(C)n1nnnc1C(c1ccc(C)cc1)N1CCN(C(=O)c2ccco2)CC1 (stereo not drawn)	-3.0%	3.0
COc1ccc(Cn2c(=N)c(C(=O)NCC3CCCO3)cc3c(=O)n4ccccc4nc32)cc1 (stereo not drawn)	?	.
NC(=O)CC(NC(=O)Cc1cccc2ccccc12)c1ccc(NCCN2CCCC2)c([N+](=O)[O-])c1 (stereo not drawn)	?	.
O=C(O)CCCn1ccc2cc(S(=O)(=O)N3CCCC3)ccc21	-10.1%	.
Cc1ccc(CNC(=O)C2CCCN2C(=O)Nc2ccc(C)cc2)cc1 (stereo not drawn)	-21.7%	-8.7
Cc1noc2ncnc(Sc3ccc(Br)cc3)c12	?	.
COc1cccc(NC(=O)CN(C)C(=O)Cc2ccc3c(c2)CCC3)c1	-4.5%	-2.6
COc1ccc(NC(=O)CCCNS(=O)(=O)c2cccs2)cc1	?	.

Taken from above:
Value of `Cc1ccc(CNC(=O)C2CCCN2C(=O)Nc2ccc(C)cc2)cc1` (stereo not drawn) under S3 lipid droplet cell count max: -8.7
Value of `COc1cccc(NC(=O)CN(C)C(=O)Cc2ccc3c(c2)CCC3)c1` under S3 lipid droplet: -4.5%

Further structures.
structure	S3 lipid droplet	S3 lipid droplet cell count max
COC(=O)c1c(C(=O)c2ccc(Br)cc2)n(C)c2ccccc12	?	.
O=C(c1ccco1)N1CCN(CCOc2ccccc2)CC1	?	.
COc1ccc(-c2ccc(SCC(=O)N3c4ccccc4CC3C)nn2)cc1OC (stereo not drawn)	i	.
Cc1ccc(C)c(S(=O)(=O)N2CCN(C(=O)CN3C(=O)NC(C)(C)C3=O)CC2)c1	?	.
O=C(OCC(=O)N1CCCCCC1)c1cccs1	?	.
COc1ccc(-n2c(=O)c3ccccc3n(CC(=O)Nc3ccccc3OC)c2=O)cc1	0.0%	5.1
CCSc1nc2sc3c(c2c(=O)n1-c1ccccc1)CCN(C(C)C)C3	?	.
CN1C(=O)C(=C2CCCCCC2)SC1=S	8.7%	-2.6

Reformatted with the structure last: entries from further up
S3 lipid droplet | S3 lipid droplet cell count max | Compound
8.7% | -2.6 | CN1C(=O)C(=C2CCCCCC2)SC1=S
i | . | COc1ccc(-c2ccc(SCC(=O)N3c4ccccc4CC3C)nn2)cc1OC (stereo not drawn)
? | . | COC(=O)c1c(C(=O)c2ccc(Br)cc2)n(C)c2ccccc12
? | . | CCSc1nc2sc3c(c2c(=O)n1-c1ccccc1)CCN(C(C)C)C3

Continued.
structure	S3 lipid droplet	S3 lipid droplet cell count max
Cc1onc(-c2c(F)cccc2Cl)c1C(=O)OCC(=O)NC(=O)NCC(C)C	?	.
CC1(C)Oc2ccc3ccc(=O)oc3c2CC1O (stereo not drawn)	17.0%	10.6
COc1ccc(C2CC(c3cccs3)=NN2C(=O)CSc2nncn2C)cc1OC (stereo not drawn)	?	.
O=C(CSc1ncnc2ccccc12)Nc1cccc(S(=O)(=O)N2CCCC2)c1	?	.
CC(Oc1ccc(Cl)cc1Cl)c1nc(-c2ccc(NC(=O)c3ccco3)cc2)no1 (stereo not drawn)	?	.
CCCn1c(C(O)c2ccc3c(c2)OCO3)nc2ccccc21 (stereo not drawn)	?	.
COc1cc(OC)cc(-c2cc(N)n(S(=O)(=O)Cc3ccccc3)n2)c1	?	.
CCN(CC)S(=O)(=O)c1cc(C(=O)O)c(Cl)cc1Cl	?	.

The closing 2 compounds of the part before lead into the next.
structure	S3 lipid droplet	S3 lipid droplet cell count max
COc1cc(OC)cc(-c2cc(N)n(S(=O)(=O)Cc3ccccc3)n2)c1	?	.
CCN(CC)S(=O)(=O)c1cc(C(=O)O)c(Cl)cc1Cl	?	.
CCN(CC(=O)Nc1ccccc1C(F)(F)F)C(=O)c1oc2c(Cl)cccc2c1C	?	.
CC(=O)N1CCOc2ccc(S(=O)(=O)N3CCC(C)CC3)cc21	?	.
COc1ccccc1C1CCN(Cc2cccc3ccccc23)CC1	13.2%	-13.8
O=C1N(Cc2cccc(Cl)c2)C[C@@H]2C[C@@H](c3cccn3-c3nccs3)N3CCC[C@@]123	16.0%	13.2
O=C(Nc1ccccc1Cl)c1cc2ccccc2o/c1=N\O	?	.
O=C(COC(=O)CCc1c[nH]c(=O)[nH]1)Nc1ccccc1	i	.
C#CCOCCOCCOCCNc1nc(N2CCOCC2)nc(N2CCN(C(=O)Cn3cc(CCCN=C(N)N)nn3)CC2)n1	0.6%	7.7
CCC(CC)C(=O)NCCc1cc2ccc(OC)cc2[nH]c1=O	-9.8%	-7.7

Profiles, quoted from the list. Values in the order: S3 lipid droplet	S3 lipid droplet cell count max
Entry for `O=C1N(Cc2cccc(Cl)c2)C[C@@H]2C[C@@H](c3cccn3-c3nccs3)N3CCC[C@@]123` : 16.0%	13.2
Entry for `O=C(Nc1ccccc1Cl)c1cc2ccccc2o/c1=N\O` : ?	.
Entry for `COc1ccccc1C1CCN(Cc2cccc3ccccc23)CC1` : 13.2%	-13.8
Entry for `CCC(CC)C(=O)NCCc1cc2ccc(OC)cc2[nH]c1=O` : -9.8%	-7.7

The list goes on.
structure	S3 lipid droplet	S3 lipid droplet cell count max
O=C(CSC1=NC(=O)C(c2ccccc2)C(=O)N1)Nc1ccccc1Cl (stereo not drawn)	?	.
CCOC(=O)C1CCCN(C(=O)c2cn(C)c3ccc(S(=O)(=O)N(C)C)cc3c2=O)C1 (stereo not drawn)	?	.
CCN(CC(=O)Nc1ccc(NC(C)=O)cc1)C(=O)c1cccnc1Sc1ccc(C)c(C)c1	?	.
O=C(COc1coc(CN2CCc3ccccc3C2)cc1=O)Nc1ccc(Cl)cc1	7.1%	-7.8
Cc1c(Br)c([N+](=O)[O-])nn1C(C)C(=O)NCC1CCCO1 (stereo not drawn)	7.7%	10.0
CC(C)Cc1csc(NC(=O)c2ccc(Cl)cc2)c1C(=O)O	12.4%	2.1
CCOc1ccccc1NC(=O)COC(=O)C(CC(C)C)N1C(=O)C2CC=CCC2C1=O (stereo not drawn)	-18.0%	-13.1
COc1ccc2oc(C(=O)N3CCCc4ccccc43)c(C)c2c1	?	.
Cc1noc(C)c1S(=O)(=O)N1CCN(c2ccccc2Cl)CC1	?	.
O=C(Nc1ccnn1C1CCN(C(=O)c2ccc(F)c(Cl)c2)CC1)C1CC1	i	2.3
O=C(O)c1cnc2ccccc2n1	?	.
COc1ccc(C(=O)N2c3ccccc3CC2C)cc1OC (stereo not drawn)	?	.
COc1ccc(NC(=O)CSc2nc3c([nH]c4ccccc43)c(=O)n2C)cc1	2.9%[9.22 µM]	-9.7
Cc1cc(C(=O)Nc2ccccc2)c(C)o1	?	.
CCOP(=O)(OCC)/C(=N/OC(=O)c1cccc([N+](=O)[O-])c1)C(N)=O	7.8%	14.5
COC(c1ccc(Cl)cc1)(c1ccc(Cl)cc1)C(Oc1nccc(C)n1)C(=O)O (stereo not drawn)	19.6%	-2.1
